mcGAS lum: blocks mouse cGAS activity. Q8C6L5. inhibition, % at 12.5 µM. recombinant cGAS, Kinase-Glo ATP depletion luminescence. 160,000 tested, 0.15% active;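 also: 0% = negative control wells and 100% = reference inhibitor with no enzyme activity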
NPYLR7 ag: activates Aedes aegypti NPYLR7 receptor | activation, % at 10 µM | 270,000 tested, 0.15% active | HEK293T NPYLR7/Galpha15, GCaMP6s calcium fluorescence; in the data active = activation above about 40%;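 also: 0% = vehicle and 100% = reference agonist at the receptor; some compounds past the cut are filed as inactive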
hcGAS inh: blocks human cGAS activity | inhibition, % at 12.5 µM | 290,000 tested, 0.081% active | Q8N884 | recombinant h-cGAS, ATP depletion, Kinase-Glo luminescence;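 also: 0% = vehicle reaction and 100% = reaction without DNA for no activity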
Target sequence (Q8N884 whole entry, looked up): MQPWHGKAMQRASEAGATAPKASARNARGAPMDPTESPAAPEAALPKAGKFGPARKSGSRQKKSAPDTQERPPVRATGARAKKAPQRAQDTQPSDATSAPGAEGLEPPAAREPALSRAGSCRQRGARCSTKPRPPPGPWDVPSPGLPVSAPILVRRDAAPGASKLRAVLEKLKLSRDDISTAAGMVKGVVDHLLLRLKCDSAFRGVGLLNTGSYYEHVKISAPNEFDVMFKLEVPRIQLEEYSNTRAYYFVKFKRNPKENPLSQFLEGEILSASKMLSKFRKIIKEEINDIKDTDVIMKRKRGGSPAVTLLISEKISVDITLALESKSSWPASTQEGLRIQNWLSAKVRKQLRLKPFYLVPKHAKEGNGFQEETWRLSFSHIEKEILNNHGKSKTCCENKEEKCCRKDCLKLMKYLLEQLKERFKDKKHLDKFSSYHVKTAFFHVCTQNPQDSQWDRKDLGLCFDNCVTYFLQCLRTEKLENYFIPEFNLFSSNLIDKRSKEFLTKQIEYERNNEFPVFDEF
Numbers without * were called inactive; . = no result given; & = joins results of further samples. Rule as the data show it, unless noted: active = inhibition above about 40%; inactive = the rest.

SMILES	mcGAS lum	NPYLR7 ag	hcGAS inh
Cc1ccc(S(=O)(=O)NCC2CN(c3ccccc3)C(=O)O2)cc1 (stereo unspecified)	.	4	-3
O=C(NC1CC1)C(c1ccccc1)N1CCN(S(=O)(=O)c2cc(Cl)ccc2Cl)CC1 (stereo unspecified)	-2	-3	2
CC(C)c1noc(CCCC(=O)N(CCC#N)c2ccc(F)cc2)n1	.	6	-7
COc1ccccc1C(C)NCc1cc(Br)cs1 (stereo unspecified)	-5	-1	-9
O=C(NCCO)c1cccc(-c2cnc3c(Nc4cccc(OC(F)(F)C(F)F)c4)nccn23)c1	2	-3	1
COc1ccc(-c2nc(CSc3nc(C(C)(OC)OC)ccc3C#N)cs2)cc1OC	-7	1	-7
CS(=O)(=O)c1ncc(CN2CCc3sccc3C2)n1CC1CCCO1 (stereo unspecified)	.	2	-4
CCOC(=O)c1nn(-c2ccc(C)cc2)c(=O)cc1N1CCCc2ccccc21	.	4	-6
O=C1NCC2(CCCN(C(=O)c3ccc(-c4ccn[nH]4)cc3)CC2)O1 (stereo unspecified)	.	0	-5
COCc1nc(-c2ccccc2)nc(N2CCN(S(C)(=O)=O)CC2)c1Cc1ccc(Cl)cc1	-4	9	-2
Cc1cccc(-c2cc(N)n(-c3ccc(C(=O)NCC(c4ccccc4)c4ccccc4)cc3)n2)c1	1	-6	2
Cc1ccc(C(=O)Nc2cccc(C(=O)NC3CC3)c2)cc1F	.	-6	2
COC(CNCc1cn[nH]c1-c1cccs1)OC	-3	5	3
O=C(NC(c1ccccc1)c1ccc(Cl)cc1)c1cccnc1Oc1cccc([N+](=O)[O-])c1 (stereo unspecified)	1	-11	2
Cc1ccc(C(C)(C)CC(=O)NCc2ccc(CS(N)(=O)=O)cc2)cc1	-6	-2	-2
O=S(=O)(Nc1ccc(S(=O)(=O)NC2CC2)cc1)c1cccc(Br)c1	.	0	0
CCOC(=O)CN1CCN(c2ccc(C)c(F)c2)C(=O)C1C (stereo unspecified)	-8	25	-6
COC(=O)c1sc2ccccc2c1NC(=O)c1coc2ccccc2c1=O	.	-1	-9
C=C1c2ccccc2C(=O)N1CCC(=O)NCCOc1ccccc1F	.	3	-8
Cc1ccc(C(=O)N/C(=C/c2ccc([N+](=O)[O-])cc2)C(=O)N2CCC(C)CC2)cc1	.	-2	-7
O=C1/C(=C/c2ccc([N+](=O)[O-])cc2)C=C(c2ccccc2)N1c1ccc(Cl)c(Cl)c1	-5	-1	-4
CN(Cc1ccc(N(C)C)cc1)C(=O)c1ccc(N2CCCC2=O)cc1	.	0	-6
CCOC(=O)C1C(=O)C=C(c2cccs2)CC1c1ccccc1F (stereo unspecified)	-3	24	-5
O=C(NCCOc1ccc2nnc(-c3ccccc3)n2n1)Nc1ccc2c(c1)OCCO2	-8	2	-8
Cc1cc([N+](=O)[O-])nn1CC(=O)Nc1nnc(C2CC2)s1	-7	-4	-2
O=C(CCSc1ccccc1)N1CCN(c2ccccc2[N+](=O)[O-])CC1	-8	3	-8
O=C(NC1CCc2ccc(F)cc21)N[C@@H]1C=C[C@H](CO)C1 (stereo partly specified)	-1	2	3
CC1CCCN1C(=O)c1ccc(-c2ccc3c(c2)OCO3)s1 (stereo unspecified)	-11	4	-10
COCc1nnc(C(=O)N2CCC(N3CCCCC3)CC2)o1	-16	4	-12
COc1ccc(CC(=O)NCc2ccc(C)n2C)cc1F	.	1	-2
Cc1cccn2cc(C(=O)N3CCCCC3CCc3ccccn3)nc12 (stereo unspecified)	-17	9	-5
COc1ccc(NC(=O)CNC(=O)CNCc2ccc(F)cc2)cc1	.	32	-2
CCc1nc(NC2CC2)c2ccc(Cl)cc2n1	-1	3	2
CCc1[nH]c2c(CNC(=O)NCc3ccco3)cc(F)cc2c1C	.	7	-7
Cc1cccc(NS(=O)(=O)c2c(C)n(C)c(=O)n(C)c2=O)c1	-7	2	-8
Oc1ccccc1-c1nc2ccc(Br)cn2c1NC1CCCCC1	-6	1	3
CCSC1CCCCN(C(=O)c2cc(C(C)=O)c[nH]2)C1 (stereo unspecified)	.	12	-7
CC(C)=CC(=O)NC1CCCN(Cc2ccc(Cl)cc2)C1 (stereo unspecified)	.	2	-7
Cc1cc(NC(=O)CN2CCN(C3CCc4c(Cl)cccc43)CC2)no1 (stereo unspecified)	-11	-5	-4
Brc1ccc(-c2nc(-c3ccc4c(c3)OCO4)cs2)cc1	.	17	-4
NC(=O)C(Cc1ccccc1)NC(=O)c1coc(-c2ccccc2)n1 (stereo unspecified)	.	7	0
CNc1nc2cnc(Nc3cccc(C)c3)cc2n1Cc1ccccc1	-3	7	-4
COc1ccc(-n2c(Cc3ccccc3)nnc2SCCCC(=O)N2CCN(C(=O)CC(C)CC(C)(C)C)C(C)C2)cc1 (stereo unspecified)	-4	13	-2
CC(=O)C1=C(c2ccc(Cl)c(Cl)c2)N(C(C)=O)n2c(nnc2C2CCCCC2)S1	.	11	-9
O=C(CCn1cnc2ccccc21)N1CCCC(O)(CO)CC1 (stereo unspecified)	-10	5	-5
O=C(N=C1N=C2C=CC(I)=CN2Cc2ccccc21)C12CC3CC(CC(C3)C1)C2	-5	2	-7
Cc1ccc(C)c(OC(C)C(=O)NCc2csc(N)n2)c1 (stereo unspecified)	-18	3	-8
COc1ccc(C(=O)C=Cc2ccccc2Br)c(OC)c1	.	-2	-4
COc1cccc(-c2nnc(SCc3nc(C(=O)N4CCc5ccccc5C4)cs3)n2-c2ccccc2)c1	-3	4	-1
O=C(O)CN1C(=O)CSC1=O	.	-1	-1
COc1cccc(CN2CCCC3(CCN(C(=O)CCCCc4ccccc4)C3)C2)c1 (stereo unspecified)	-11	12	-8
COc1ccc(C(=O)Nc2ccc(-c3nc4ccccc4o3)cc2)cc1OC	-5	3	-1
O=c1[nH][nH]c(=O)c2c1nc(SCc1ccccc1F)n2Cc1ccccc1	.	-9	6
CCOCCOc1nc(-c2ccccc2C)n(-c2ccc(NC(=O)CCCCl)cc2)n1	0	-1	2
O=C(NC1CC(=O)N(CCCc2ccccc2)C1)c1cccc2nccnc12 (stereo unspecified)	.	5	-7
CCCCn1c(CN(C)Cc2cccc(C(F)(F)F)c2)cnc1S(=O)(=O)CC	-7	-2	-2
CCCN1C(=O)/C(=C2\SC(=S)N(CC(=O)O)C2=O)c2ccccc21	-6	3	-5
O=S1(=O)N=C(c2cccc(Cl)c2)Nc2ccccc21	.	20	4
CC(C)c1nnc(CN2CCN(S(=O)(=O)c3ccc(C(C)(C)C)cc3)CC2)o1	-16	-7	-12
COc1ccc(C=CC(=O)c2cccnc2)cc1O	17	-2	-4

Profiles from above. Order of values: mcGAS lum, NPYLR7 ag, hcGAS inh
COc1cccc(CN2CCCC3(CCN(C(=O)CCCCc4ccccc4)C3)C2)c1 (stereo unspecified) is entered as -11, 12, -8
COc1ccc(-n2c(Cc3ccccc3)nnc2SCCCC(=O)N2CCN(C(=O)CC(C)CC(C)(C)C)C(C)C2)cc1 (stereo unspecified) is entered as -4, 13, -2
COc1cccc(-c2nnc(SCc3nc(C(=O)N4CCc5ccccc5C4)cs3)n2-c2ccccc2)c1 is entered as -3, 4, -1
CC(=O)C1=C(c2ccc(Cl)c(Cl)c2)N(C(C)=O)n2c(nnc2C2CCCCC2)S1 is entered as ., 11, -9
CCCCn1c(CN(C)Cc2cccc(C(F)(F)F)c2)cnc1S(=O)(=O)CC is entered as -7, -2, -2

Next part:
SMILES	mcGAS lum	NPYLR7 ag	hcGAS inh
CCCN(C)c1nc(SCc2cccc(C(=O)NCC3CC3)c2)nc(C)c1C	-2	-5	0
O=C1/C(=C/c2ccc(-c3cc(Cl)ccc3Cl)o2)C=C(c2ccccc2)N1c1ccccc1Cl	-4	10	-1
COc1ccc2nc(N(Cc3cccnc3)C(=O)C3COc4ccccc4O3)sc2c1 (stereo unspecified)	-8	-8	-4
Cc1cccc(NC2=NC(c3cccnc3)n3c(nc(C)cc3=O)N2)c1 (stereo unspecified)	.	5	1
CC(=O)Nc1ccc2nc(CN(C)C(C)c3ccccn3)ccc2c1 (stereo unspecified)	-20	3	-4
CC(C)(C)c1ccc(C(=O)N2CCCC(C(=O)NC3CCCC[C@H]3NC(=O)c3ccccc3)C2)cc1 (stereo partly specified)	-6	-1	-3
Cc1ccc(OCC(=O)N2CCC(C(=O)Nc3ccc4c(c3)OCO4)CC2)cc1C	-3	9	-1
Cc1cc(C(=O)N(CCC(=O)N2CCCCC2)Cc2ccc(F)cc2)c(C)o1	-1	.	4
COc1ccc(Br)c(C(=O)Nc2ccncc2)c1	.	1	-10
CCOc1ccccc1Oc1coc2c3c(ccc2c1=O)OCN(CCCOC)C3	-8	-5	-4
Cc1ccc(C(O)=C2C(=O)C(=O)N(CCCN(C)C)C2c2ccco2)cc1 (stereo unspecified)	.	1	-4
CCOC(=O)C(C)Oc1cc(Br)c(C=O)cc1OC (stereo unspecified)	.	-15	-3
CC(=O)N(C)c1nc(CS(=O)(=O)CC(=O)N(C)C2CCC(C)CC2)cs1 (stereo unspecified)	.	-2	1
CN1CCN(S(=O)(=O)c2ccc(Cl)c(NC(=O)c3cc(F)cc(F)c3)c2)CC1	.	0	-7
CCOC(=O)C1CCCN(CC(=O)N2N=C(c3ccc(F)cc3)CC2c2cccn2C)C1 (stereo unspecified)	-6	16	0
COc1ccccc1-c1cc(C(=O)Nc2ccc(C)c(C)c2)n2nc(C(C)(C)C)cc2n1	-9	10	-8
CN(C(=O)c1ccc(=O)[nH]n1)C1c2ccccc2-c2ccccc21	.	-3&-1	-5&-5
Cc1c(C(C)NCCCc2ccccc2)cnn1-c1cccc(F)c1 (stereo unspecified)	-3	2	-1
COC(=O)CCc1c(C)nn(-c2ccc(C(=O)Nc3ccc(Oc4ccccc4)cc3)cc2)c1C	-5	2	-9
CCC1CCCCN1C(=O)c1cc(-c2ccc(Cl)cc2)n[nH]1 (stereo unspecified)	.	1	-3
CCNC(=O)NC(=O)C(NCc1ccccc1C)c1ccccc1 (stereo unspecified)	.	8	-6
CCCCOc1ccccc1-c1cc2c(SCC(=O)Nc3ccccc3)nccn2n1	-6	-2	-5
NC(=O)C1CCCN1C(=O)CCC(=O)c1csc2ccccc12 (stereo unspecified)	-16	2	-16
COC(=O)C1=C(C)N=c2sc(=Cc3ccc(C)o3)c(=O)n2C1c1ccc(C(C)C)cc1 (stereo unspecified)	-4	-2	-4
Cc1cc(N2CCN(C(=O)CCc3nc4sc5c(c4c(=O)[nH]3)CCC5)CC2)nc(C(C)C)n1	-8	-3	2
OC(COc1ccc2ccccc2c1Cl)Cn1ccnc1 (stereo unspecified)	.	-6	-8
Cc1csc(SCC(=O)NC(C)C(c2ccccc2)N2CCOCC2)n1 (stereo unspecified)	.	15	-4
O=C(Nc1ccc2c(c1)OCCO2)c1cccc(S(=O)(=O)N2CCOCC2)c1	-6	-13	-3
O=C(c1n[nH]c2ccccc12)N1CCc2c([nH]c3ccccc23)C1c1ccccn1 (stereo unspecified)	-8	.	-3
Cc1ccc2nc(C)c(NC(=O)c3ccccn3)c(=O)n2c1	.	-2	0
O=C(Nc1ccc(-n2cncn2)c(C(F)(F)F)c1)C1CC1	.	0	-8
CC(NC(=O)COC(=O)c1c(O)cc(F)cc1F)c1ccc(Cl)c(Cl)c1 (stereo unspecified)	-7	-3	-4
Cn1nnc2c(=O)n(CC(=O)N3CCCCCC3)cnc21	.	1	-5
COc1cccc(C(CN2CCN(C(=O)COC(C)=O)CC2)OCc2cccc(Cl)c2)c1 (stereo unspecified)	-8	.	-8
Cc1cccc(NS(=O)(=O)c2ccc(S(=O)(=O)N(C)C)cc2)c1C	-7	-2	-8
CC(C)(C)c1cc(NC(=O)c2cc3ccccc3s2)n(-c2cc(Cl)ccc2Cl)n1	0	.	3

Grouped by structure: those above containing a nitro group on carbon.
SMILES	mcGAS lum	NPYLR7 ag	hcGAS inh
O=C(NC(c1ccccc1)c1ccc(Cl)cc1)c1cccnc1Oc1cccc([N+](=O)[O-])c1 (stereo unspecified)	1	-11	2
Cc1ccc(C(=O)N/C(=C/c2ccc([N+](=O)[O-])cc2)C(=O)N2CCC(C)CC2)cc1	.	-2	-7
O=C1/C(=C/c2ccc([N+](=O)[O-])cc2)C=C(c2ccccc2)N1c1ccc(Cl)c(Cl)c1	-5	-1	-4
Cc1cc([N+](=O)[O-])nn1CC(=O)Nc1nnc(C2CC2)s1	-7	-4	-2
O=C(CCSc1ccccc1)N1CCN(c2ccccc2[N+](=O)[O-])CC1	-8	3	-8

Structures above with a COOH group:
SMILES	mcGAS lum	NPYLR7 ag	hcGAS inh
O=C(O)CN1C(=O)CSC1=O	.	-1	-1
CCCN1C(=O)/C(=C2\SC(=S)N(CC(=O)O)C2=O)c2ccccc21	-6	3	-5

Part of the list above, comma-delimited:
compound,mcGAS lum,NPYLR7 ag,hcGAS inh
O=C(Nc1ccc2c(c1)OCCO2)c1cccc(S(=O)(=O)N2CCOCC2)c1,-6,-13,-3
O=C(c1n[nH]c2ccccc12)N1CCc2c([nH]c3ccccc23)C1c1ccccn1 (stereo unspecified),-8,.,-3
Cc1ccc2nc(C)c(NC(=O)c3ccccn3)c(=O)n2c1,.,-2,0
O=C(Nc1ccc(-n2cncn2)c(C(F)(F)F)c1)C1CC1,.,0,-8

Screening data deposited in PubChem by Fisher Drug Discovery Resource Center.
